LMPTP inh – LMPTP phosphatase inhibitors, primary screen, biochemical, fluorescence intensity, uHTS | recombinant LMPTP-A, OMFP fluorogenic substrate | 0.22% of 360,000 active | Low molecular weight phosphotyrosine protein phosphatase (Homo sapiens), P24666 | inhibition, % at 20 µM | AID 651560, 2012;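 active = compounds that cut the enzyme signal by at least half of the control window in the single-dose screen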;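 note: plate controls were DMSO wells with enzyme plus substrate for no effect and substrate without enzyme for full effect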
Target sequence (P24666 whole entry, looked up): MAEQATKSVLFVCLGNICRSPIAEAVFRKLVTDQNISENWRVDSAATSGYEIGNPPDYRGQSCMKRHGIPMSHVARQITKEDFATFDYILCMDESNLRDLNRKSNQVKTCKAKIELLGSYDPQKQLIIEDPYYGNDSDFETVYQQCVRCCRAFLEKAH
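Test system: LMPTP-A phosphatase enzyme; input: 0.625 nM LMPTP-A final; reagent: OMFP substrate, 400 µM final; compound dosing: 20 µM single dose, 3% DMSO; incubation: 50 min dark incubation at room temperature; measured by: endpoint fluorescence intensity from OMFP dephosphorylation; measure: % inhibition relative to no-enzyme and uninhibited control wells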
NadD inh – inhibitors of S. aureus NadD, primary screen, biochemical, colorimetric, uHTS; 0.78% of 360,000 active; AID 602399, 2012; inhibition, % at 20 µM; purified NadD enzyme, colorimetric absorbance read-out; Nicotinate-nucleotide adenylyltransferase NadD (Staphylococcus aureus N315); in the data active = inhibition above about 26%; note: some compounds past the cut are filed as inactive
Neddyl block – inhibitors of cullin neddylation, primary screen, biochemical, TR-FRET, uHTS, NAE and Ubc12; 0.58% of 360,000 active; NEDD8-conjugating enzyme Ubc12 (Homo sapiens) + NEDD8-activating enzyme E1 regulatory …; calls only at 25 µM; AID 651699, 2012; in the data active = inhibition above about 36%
Rpn11 inh – Rpn11 (PSMD14) deubiquitinase inhibitors, primary screen, biochemical, fluorescence polarization, uHTS; 0.59% of 360,000 active; human 26S proteasome, Ub4-pepOG fluorescence polarization; 20S core pre-blocked with epoxomicin; AID 588493, 2011; calls only at 20 µM;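 active = inhibition at 20 µM, scaled to each plate's controls, above about 33%, limit read from the data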
Rin1 Abl inh – inhibitors of Rin1-Abl protein binding, primary screen, biochemical, TR-FRET; inhibition, % at 7.35 µM; 0.4% of 360,000 active; Tyrosine-protein kinase ABL1 (Homo sapiens) + Ras and Rab interactor 1 (Homo sapiens), …; in the data active = inhibition above about 5%, passing the limit was not always enough
SUMO1 PPI mod – modulators of SUMO1 protein-protein interactions, primary screen, biochemical, uHTS; inhibition, % at 20 µM; SUMO1 binding to a labelled peptide, TR-FRET, 1 h; 0.33% of 360,000 active; in the data active = inhibition above about 37%
Target sequence (P63165 whole entry, looked up): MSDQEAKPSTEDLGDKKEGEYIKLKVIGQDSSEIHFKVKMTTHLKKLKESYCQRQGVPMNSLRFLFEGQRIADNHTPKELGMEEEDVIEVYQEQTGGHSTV
STEP inh – STEP phosphatase inhibitors, primary screen, biochemical, fluorescence intensity, uHTS; Tyrosine-protein phosphatase non-receptor type 5 (Homo sapiens), P54829; 0.25% of 360,000 active; recombinant STEP, OMFP fluorogenic substrate; inhibition, % at 20 µM;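 active = inhibition at 20 µM, scaled per plate between control wells, above about 37%, limit read from the data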;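 note: 0% = DMSO with enzyme and substrate and 100% = substrate only without enzyme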
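Assay system: isolated STEP enzyme. Buffer or medium: pH 6.0 Bis-Tris with DTT and Tween 20. Also added: fluorogenic phosphatase substrate OMFP at 25 µM final. Dosing: 20 µM, 1% DMSO. Timing: 20 min reaction, room temperature, in the dark. Measured by: fluorescence intensity, excitation 480 nm, emission 540 nm. Evaluation: normalized % inhibition.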
CSN inh – inhibitors of CSN-mediated cullin deneddylation, primary screen, biochemical, fluorescence polarization, uHTS; COP9 signalosome complex subunit 5 (Homo sapiens), Q92905; Purified CSN, SCF-Nedd8-OG deneddylation; inhibition, % at 12.5 µM; 0.38% of 360,000 active; AID 651999, 2013;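 active = pattern-corrected inhibition above about 35%, with an unprinted fluorescence ratio check between 0.5 and 1.5, limit read from the data, passing the limit was not always enough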;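 note: 0% = enzyme with substrate and 100% = substrate without enzyme; some results filed as inactive read as strong as hits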
Target sequence (Q92905 whole entry, looked up, one chain of several): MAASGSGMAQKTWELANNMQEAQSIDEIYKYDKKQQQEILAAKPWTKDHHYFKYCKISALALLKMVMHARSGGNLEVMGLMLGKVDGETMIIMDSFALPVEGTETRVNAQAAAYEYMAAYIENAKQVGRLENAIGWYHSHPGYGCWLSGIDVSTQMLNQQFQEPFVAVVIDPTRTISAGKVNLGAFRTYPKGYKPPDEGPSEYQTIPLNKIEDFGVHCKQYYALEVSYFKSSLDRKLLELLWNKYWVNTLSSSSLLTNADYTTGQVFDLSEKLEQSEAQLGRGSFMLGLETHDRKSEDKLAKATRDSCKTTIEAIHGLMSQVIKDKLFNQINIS
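Test system: Human Csn5 produced in HEK293T cells | Compound: 12.5 µM single point | Times: 90 min, room temperature | Signal: Fluorescence polarization readout | Read-out basis: % inhibition of substrate cleavage by Csn5 | Controls: no-enzyme wells high, enzyme-with-substrate wells low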
Scp1 inh – Scp-1 phosphatase inhibitors, primary screen, biochemical, colorimetric, uHTS | Carboxy-terminal domain RNA polymerase II polypeptide A small phosphatase 1 (Homo … | Recombinant Scp1, phosphopeptide, malachite green phosphate absorbance | inhibition, % at 20 µM | 0.88% of 340,000 active | AID 493091, 2011;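 active = inhibition above about 50% at 20 µM, limit read from the data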;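 note: plate controls were DMSO wells with enzyme for no effect and wells lacking enzyme for full effect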
Target sequence (Q9GZU7 76-261 limits assumed): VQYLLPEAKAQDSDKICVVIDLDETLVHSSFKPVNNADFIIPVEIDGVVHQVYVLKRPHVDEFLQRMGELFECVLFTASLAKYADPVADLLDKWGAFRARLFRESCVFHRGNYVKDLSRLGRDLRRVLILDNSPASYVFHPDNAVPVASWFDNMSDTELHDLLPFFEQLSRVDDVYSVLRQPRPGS
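Test system – truncated SCP-1 phosphatase (76-261aa) · Reagent – Phosphorylated 17-residue peptide substrate · Incubation – 45 min room-temperature reaction, 5 min colour, 30 min stabiliser · Detection – colorimetric phosphate reagent with accelerator and stabiliser, absorbance at 630 nm · Measure – % inhibition at 20 µM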
DNMT1 block – human DNMT1 methyltransferase inhibitors, primary screen, biochemical, molecular beacon, fluorescence, HinP1I cleavage, uHTS; 0.83% of 360,000 active; DNA (cytosine-5)-methyltransferase 1 (Homo sapiens), P26358; AID 588458, 2011; inhibition (reported as % activation of signal), % at 10 µM; in the data active = inhibition above about 50%
An asterisk follows results filed as active.

Screening COc1ccc(NC(=O)N(Cc2ccc(C)cc2)Cc2cccnc2)c(OC)c1 returned LMPTP inh -0.2, NadD inh -1.8, Neddyl block inactive, Rpn11 inh inactive, Rin1 Abl inh 0.1, SUMO1 PPI mod 2.5, STEP inh 5.3, CSN inh 4.8, Scp1 inh 1.2 and DNMT1 block 0.8.
CCCc1cc(Nc2c(C)n(C)n(-c3ccccc3)c2=O)n2c(nc3ccccc32)c1C#N was read as LMPTP inh 0.7, NadD inh 7.4, Neddyl block inactive, Rpn11 inh inactive, Rin1 Abl inh -3.1, SUMO1 PPI mod -7.7, STEP inh -0.4, CSN inh 0.9, Scp1 inh -21.4 and DNMT1 block -2.4.
COc1ccc(NC(=S)NC(=O)c2csnn2)cc1 was read as LMPTP inh 0.3, NadD inh -9.5, Neddyl block inactive, Rpn11 inh inactive, Rin1 Abl inh -4.2, SUMO1 PPI mod -4.7, STEP inh -1.6, CSN inh 2.1, Scp1 inh -8.4 and DNMT1 block -1.2.
CCOc1ccccc1CN1CCN(S(C)(=O)=O)CC1 was read as LMPTP inh -1.6, NadD inh -1.2, Neddyl block inactive, Rpn11 inh inactive, Rin1 Abl inh 5.0, SUMO1 PPI mod 3.6, STEP inh 0.3, CSN inh 4.3, Scp1 inh -9.0 and DNMT1 block 14.3.
`O=C(Nc1ncccn1)c1cc([N+](=O)[O-])cc([N+](=O)[O-])c1` gave LMPTP inh -2.5, NadD inh -8.4, Neddyl block inactive, Rpn11 inh inactive, Rin1 Abl inh 0.2, SUMO1 PPI mod -27.0, STEP inh 8.4, CSN inh 3.3, Scp1 inh -1.3 and DNMT1 block -3.3.
For Cc1ccc(S(=O)(=O)N/N=C\c2cn(-c3ccccc3)nc2-c2ccccc2)cc1 the results were LMPTP inh 6.0, NadD inh 6.4, Neddyl block inactive, Rpn11 inh inactive, Rin1 Abl inh 0.6, SUMO1 PPI mod -1.1, STEP inh 0.5, CSN inh 3.4, Scp1 inh -20.5 and DNMT1 block -9.2.
`COc1ccc(OC)c(C2=NOC(C(=O)NCc3ccco3)C2)c1` (configuration not stated) gave LMPTP inh -0.9, NadD inh 5.9, Neddyl block inactive, Rpn11 inh inactive, Rin1 Abl inh 4.2, SUMO1 PPI mod -3.0, STEP inh -2.2, CSN inh -2.8, Scp1 inh 5.3 and DNMT1 block -0.8.
Screening Nc1nc(OCC(F)(F)F)cc(Oc2ccccc2F)n1 returned LMPTP inh 1.6, NadD inh 0.9, Neddyl block inactive, Rpn11 inh inactive, Rin1 Abl inh -0.3, SUMO1 PPI mod 4.6, STEP inh -0.5, CSN inh 8.6, Scp1 inh -1.1 and DNMT1 block -2.2.
Cc1sc2nc(CC(N)=O)[nH]c(=O)c2c1-c1ccccc1 was read as LMPTP inh -1.5, NadD inh 1.5, Neddyl block inactive, Rpn11 inh inactive, Rin1 Abl inh -0.8, SUMO1 PPI mod 2.3, STEP inh -0.6, CSN inh 0.4, Scp1 inh -1.0 and DNMT1 block 0.1.
For c1ccc([C@H]2CN3C(=N2)Sc2ccccc23)cc1 the results were LMPTP inh -1.2, NadD inh -1.4, Neddyl block inactive, Rpn11 inh inactive, Rin1 Abl inh 0.6, SUMO1 PPI mod -1.4, STEP inh -0.6, CSN inh 3.2, Scp1 inh -1.0 and DNMT1 block 2.9.
`CCN(CC(=O)NCc1cccs1)C(=O)c1cccc(Cl)c1` gave LMPTP inh 0.7, NadD inh -8.1, Neddyl block inactive, Rpn11 inh inactive, Rin1 Abl inh 3.3, SUMO1 PPI mod -1.6, STEP inh 2.7, CSN inh -1.8, Scp1 inh 5.8 and DNMT1 block 1.0.
Screening CC(C)(C)c1ccc(C(CC(=O)O)NC(=O)Cc2ccc(Cl)cc2)cc1 (configuration not stated) returned LMPTP inh -0.6, NadD inh -4.2, Neddyl block inactive, Rpn11 inh inactive, Rin1 Abl inh 3.3, SUMO1 PPI mod -1.4, STEP inh 0.1, CSN inh -1.3, Scp1 inh -12.8 and DNMT1 block 1.1.
CCOc1c2ccc(C(=O)NCc3ccc(C)cc3)cc2nn1CCOC was read as LMPTP inh 1.0, NadD inh 1.4, Rpn11 inh inactive, Rin1 Abl inh 2.1, SUMO1 PPI mod -5.0, STEP inh 0.1, CSN inh -2.3, Scp1 inh 1.9 and DNMT1 block 0.1.
CCOc1ccc(CNC(=O)CCn2c(=O)oc3ccccc32)cc1 was read as LMPTP inh -2.6, NadD inh -2.7, Neddyl block inactive, Rpn11 inh inactive, Rin1 Abl inh -0.7, SUMO1 PPI mod 2.8, STEP inh -1.1, CSN inh 0.1, Scp1 inh -2.4 and DNMT1 block 1.6.
Cc1cc(C)cc(OCC(=O)N(C)CC(=O)Nc2ccc(Cl)c(C(F)(F)F)c2)c1 was read as LMPTP inh 2.9, NadD inh -7.2, Neddyl block inactive, Rpn11 inh inactive, Rin1 Abl inh 2.8, SUMO1 PPI mod -1.6, STEP inh -2.0, CSN inh 1.0, Scp1 inh -6.8 and DNMT1 block 2.0.
For CCC(=O)Nc1ccc2c(c1)nc(CCN1CCN(c3ccccn3)CC1)n2C the results were LMPTP inh -1.4, NadD inh -0.5, Neddyl block inactive, Rpn11 inh inactive, Rin1 Abl inh 5.5, SUMO1 PPI mod -1.0, STEP inh -2.4, CSN inh -1.5, Scp1 inh -2.5 and DNMT1 block 3.4.
Fc1ccc(OCCOCCNCC2CCCO2)cc1 (configuration not stated) was read as LMPTP inh 0.1, NadD inh 0.0, Neddyl block inactive, Rpn11 inh inactive, Rin1 Abl inh -3.9, SUMO1 PPI mod -3.1, STEP inh -2.7, CSN inh 1.0, Scp1 inh 0.7 and DNMT1 block -2.2.
Cc1ccc(F)cc1C(=O)N1CCCCC1c1cc(C(=O)Nc2cccc(C#N)c2)no1 (configuration not stated) was read as LMPTP inh 0.7, NadD inh -2.4, Neddyl block inactive, Rpn11 inh inactive, Rin1 Abl inh -0.4, SUMO1 PPI mod 3.8, STEP inh -0.2, CSN inh 0.9 and DNMT1 block -2.0.
`Cn1c(-c2cccc([N+](=O)[O-])c2)cnc1NCc1cccc(F)c1` gave LMPTP inh -0.9, NadD inh 2.7, Neddyl block inactive, Rpn11 inh inactive, Rin1 Abl inh 0.4, SUMO1 PPI mod -26.3, STEP inh 2.3, CSN inh 3.2, Scp1 inh 0.1 and DNMT1 block -1.4.
For CCCC(C)C(=O)Nc1ccccc1C(=O)OCC (configuration not stated) the results were LMPTP inh -0.9, NadD inh -5.5, Neddyl block inactive, Rpn11 inh inactive, Rin1 Abl inh -1.5, SUMO1 PPI mod -1.1, STEP inh -1.4, CSN inh 1.5, Scp1 inh -0.6 and DNMT1 block -1.2.
Screening Cc1cc(C)n(CC(O)COc2ccc(F)cc2)n1 (configuration not stated) returned LMPTP inh -0.5, NadD inh 0.3, Neddyl block inactive, Rpn11 inh inactive, Rin1 Abl inh 2.5, SUMO1 PPI mod -3.3, STEP inh 0.1, CSN inh -2.1, Scp1 inh -7.7 and DNMT1 block 1.8.
C=CCN1C(=O)c2ccc(C(=O)N3CCN(S(=O)(=O)c4ccccc4Br)CC3)cc2C1=O was read as LMPTP inh -0.3, NadD inh -2.4, Neddyl block inactive, Rpn11 inh inactive, Rin1 Abl inh 3.8, SUMO1 PPI mod -4.8, STEP inh 2.7, CSN inh -1.5, Scp1 inh -4.9 and DNMT1 block 1.7.
Screening CCCn1c(C2CC(=O)N(c3ccc(C)cc3)C2)nc2ccccc21 (configuration not stated) returned LMPTP inh -0.4, NadD inh 4.2, Neddyl block inactive, Rpn11 inh inactive, Rin1 Abl inh 0.9, SUMO1 PPI mod 3.1, STEP inh 2.5, CSN inh -2.1, Scp1 inh -1.8 and DNMT1 block 2.0.
For Cn1cnc(S(=O)(=O)Nc2ccccc2N2CCOCC2)c1 the results were LMPTP inh -2.3, NadD inh -3.2, Neddyl block inactive, Rpn11 inh inactive, Rin1 Abl inh -4.8, SUMO1 PPI mod 2.0, STEP inh -0.4, CSN inh -2.3, Scp1 inh 0.3 and DNMT1 block -0.6.
`COc1cc(N)c(Cl)cc1C(=O)OCC(=O)NCC1CCCCC1` gave LMPTP inh 2.4, NadD inh -2.7, Neddyl block inactive, Rpn11 inh inactive, Rin1 Abl inh 0.2, SUMO1 PPI mod -1.9, STEP inh -3.7, CSN inh 0.8, Scp1 inh 3.3 and DNMT1 block -1.6.
Nc1ncnc2c1ncn2CCc1ccccc1 was read as LMPTP inh 0.0, NadD inh -2.3, Neddyl block inactive, Rpn11 inh inactive, Rin1 Abl inh -1.1, SUMO1 PPI mod -7.1, STEP inh 0.0, CSN inh -0.8, Scp1 inh -4.5 and DNMT1 block 2.6.
For Cc1noc(C)c1S(=O)(=O)N(C)C[C@H]1Oc2ccc(NS(=O)(=O)c3cn(C)cn3)cc2C(=O)N([C@H](C)CO)C[C@@H]1C the results were LMPTP inh -0.3, NadD inh 2.0, Neddyl block inactive, Rpn11 inh inactive, Rin1 Abl inh -2.9, SUMO1 PPI mod 2.1, STEP inh -3.1, CSN inh -1.0, Scp1 inh 53.3* and DNMT1 block -0.2.
Screening CCOCCCNC(=S)N(CCCN(C)C)Cc1cc2cc3c(cc2[nH]c1=O)OCCO3 returned LMPTP inh -4.4, NadD inh -0.2, Neddyl block inactive, Rpn11 inh inactive, Rin1 Abl inh -0.4, SUMO1 PPI mod 4.0, STEP inh 5.7, CSN inh 0.8, Scp1 inh -1.9 and DNMT1 block -4.8.
`CCn1cc(S(=O)(=O)Nc2nc3ccc(OC)cc3s2)cn1` gave LMPTP inh -1.7, NadD inh -2.5, Neddyl block inactive, Rpn11 inh inactive, Rin1 Abl inh 0.1, SUMO1 PPI mod 0.0, STEP inh 2.4, CSN inh -1.1, Scp1 inh -3.6 and DNMT1 block -0.3.

Screening data deposited in PubChem BioAssay by several laboratories.
